High-throughput results as filed in PubChem BioAssay.
Wee1 degr inh – blocks degradation of human Wee1 kinase; HeLa Luc-Wee1K328M stability, luciferase luminescence; 100% = proteasome inhibitor MG132 effect; reporter increase, % at 5 µM; hit rate 1.2% among 220,000; AID 1321;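 active means activation above the mean of all tested compounds plus 3 SD, set per screening run, cut at about 8.8% in these data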;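 further: cells exposed to compound for 20 h before luminescence read; 0% = DMSO alone and 100% = MG132 at 30 µM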
KLK5 inh – kallikrein 5 (human) inhibition; recombinant hK5, fluorogenic AMC substrate cleavage; inhibition, % at 5 µM; hit rate 0.59% among 210,000; AID 873;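 active means inhibition of 40% or more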;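 further: 0% = enzyme controls without compound and 100% = no-enzyme blanks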
thrombin 1536 – thrombin (human) inhibition; inhibition, % at 5 µM; P00734; alpha-thrombin, Boc-VPR-AMC fluorogenic substrate cleavage; AID 1046; hit rate 0.26% among 220,000;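 active means inhibition at or above 40%; inactive means inhibition below 40%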;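 further: 0% = enzyme with no compound and 100% = wells without enzyme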
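Test system: human alpha-thrombin; medium: pH 7.5 Tris-saline with Tween 20; times: reaction at room temperature; signal: AMC fluorescence at 355 nm excitation and 460 nm emission; also added: Boc-VPR-AMC substrate, 15 µM final; dosing: one concentration per compound, 5 µM, with 0.2% DMSO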
FXIIa inh 1536 – inhibitors of human coagulation factor XIIa; P00748; purified FXIIa, Boc-QGR-AMC fluorogenic substrate, 2 h; inhibition, % at 5 µM; hit rate 0.3% among 220,000; in the data active means inhibition above about 40%;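 further: 0% = enzyme with no compound and 100% = blank without enzyme; many of its hits are not listed in these tables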
KCC2 mod – KCC2 (human) Cl- transport modulation; KCC2 cells, thallium flux FluoZin-2 fluorescence; AID 1456; Q9H2X9; hit rate 2.2% among 190,000; B-score of Tl+ flux slope (higher = more flux/activation; lower = inhibition) at 10 µM;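 active means thallium flux slope and its plate-corrected score both differing from the plate sample mean at a set confidence after two filtering rounds, in either direction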;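 further: slope of fluorescence scaled to starting intensity during 10 to 20 s after thallium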
Furin inhibitor – inhibitors of human furin; AID 463115; inhibition, % at 30 µM; purified furin, fluorogenic substrate cleavage; hit rate 0.061% among 220,000; P09958; in the data active means inhibition above about 25%; further: inactives centre near -15
FXIa inh 1536 – inhibitors of human coagulation factor XIa; AID 798; purified FXIa, Boc-Glu-Ala-Arg-AMC fluorogenic substrate; inhibition, % at 5 µM; hit rate 0.14% among 220,000; P03951;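 active means inhibition of at least 40%; inactive means inhibition below 40%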;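 further: fluorescence of freed AMC excited at 355 nm; 0% = enzyme without compound and 100% = no enzyme blank; many of its hits are not listed in these tables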
p97 ATPase inh – human p97 ATPase inhibition. inhibition, % at 8 µM. P55072. hit rate 0.42% among 220,000. recombinant p97 ATPase, Kinase-Glo ATP luminescence, 3 h; in the data active means inhibition above about 15%;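 further: 0% = DMSO vehicle and 100% = wells lacking enzyme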
PERK inhibitor – inhibitors of human PERK kinase; Q9NZJ5; hit rate 0.17% among 220,000; inhibition, % at 5.6 µM; AID 1416; CHO PERK-DD fusion, SEAP luminescence translation reporter;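 active means inhibition above the mean inhibition of all tested compounds plus 3 SD, set separately per screening campaign, cut at about 2.9% in these data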;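 further: PERK kinase domain activated by AP20187 dimerizer at 100 nM; 0% = DMSO with dimerizer and 100% = rapamycin at 8.4 µM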
Target sequence (Q9NZJ5 whole entry, looked up, the tested form may be a part): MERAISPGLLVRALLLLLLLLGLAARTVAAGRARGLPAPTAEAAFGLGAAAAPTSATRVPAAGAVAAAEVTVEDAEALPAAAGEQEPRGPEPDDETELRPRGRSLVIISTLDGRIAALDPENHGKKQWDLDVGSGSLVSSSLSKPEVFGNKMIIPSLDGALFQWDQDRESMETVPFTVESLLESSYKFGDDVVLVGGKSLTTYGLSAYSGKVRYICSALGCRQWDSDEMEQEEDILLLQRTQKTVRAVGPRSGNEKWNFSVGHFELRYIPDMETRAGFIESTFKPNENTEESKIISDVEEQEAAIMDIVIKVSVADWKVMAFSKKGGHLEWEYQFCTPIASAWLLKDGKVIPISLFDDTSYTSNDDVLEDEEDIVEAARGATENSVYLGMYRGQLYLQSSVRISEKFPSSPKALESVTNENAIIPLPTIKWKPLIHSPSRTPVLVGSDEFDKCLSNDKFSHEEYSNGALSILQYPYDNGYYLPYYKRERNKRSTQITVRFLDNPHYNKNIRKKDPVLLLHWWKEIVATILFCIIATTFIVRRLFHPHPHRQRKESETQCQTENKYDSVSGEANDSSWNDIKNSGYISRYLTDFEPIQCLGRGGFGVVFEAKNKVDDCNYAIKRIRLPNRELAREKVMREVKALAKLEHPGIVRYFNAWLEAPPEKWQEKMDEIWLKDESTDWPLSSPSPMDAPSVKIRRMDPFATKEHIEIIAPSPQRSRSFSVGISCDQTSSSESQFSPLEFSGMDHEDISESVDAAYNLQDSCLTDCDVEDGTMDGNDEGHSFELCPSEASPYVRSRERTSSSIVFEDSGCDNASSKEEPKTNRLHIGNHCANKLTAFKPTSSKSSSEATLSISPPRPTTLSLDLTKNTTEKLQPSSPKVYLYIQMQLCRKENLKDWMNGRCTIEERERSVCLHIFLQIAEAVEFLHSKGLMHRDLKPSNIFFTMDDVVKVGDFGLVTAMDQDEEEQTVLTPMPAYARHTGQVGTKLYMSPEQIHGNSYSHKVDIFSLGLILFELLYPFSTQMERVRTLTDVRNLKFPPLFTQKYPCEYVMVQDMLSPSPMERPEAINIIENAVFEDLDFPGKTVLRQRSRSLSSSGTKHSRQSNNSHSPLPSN
Active calls of the source: *; x = not tested or not shown; [ ] = remark or other dose. Compounds as they come. Share with any hit: about 4.4%.

Wee1 degr inh	KLK5 inh	thrombin 1536	FXIIa inh 1536	KCC2 mod	Furin inhibitor	FXIa inh 1536	p97 ATPase inh	PERK inhibitor	Molecule
-1	-6	-1	-5	x	-23[20 µM]	3	6	1.3	COc1ccccc1-c1nc(SCC(=O)O)n[nH]1
1	-4	2	14	1.2	-10[20 µM]	7	-4	0.8	Cc1ccc(Nc2nc(=O)[nH]nc2C)cc1
0	-1	-4	8	1.6	-24	-2	-1	0.8	Cc1ccc(OCCNC(=O)C(=O)NCc2ccco2)cc1
3	-13	-1	4	-0.5	-20	-7	0	-0.3	COc1ccc(C(=O)NC2CCCCCC2)cc1S(=O)(=O)N1CCCC1
-1	2	4	4	-0.94	-6	5	1	-0.4	CCCC1=C(C(=O)OCC)C(c2sccc2C)n2ncnc2N1 (stereo unspecified)
1	-10	-4	14	2.5	-10[20 µM]	0	0	0.2	CCc1ccc2c(c1)/C(=N/N(C)C(=S)NC)C(=O)N2
3	4	0	9	x	-28	5	-4	1.0	COc1ccc(OC)c2c1sc(=NC(=O)CN1C(=O)CCC1=O)n2C
-1	-8	-3	-1	-0.83	-9	-3	-3	0.4	O=C(NCCSc1ccccn1)c1ccc(Cl)cc1Cl
0	-10	-2	-12	1.3	-24	-14	1	1.4	COc1ccc(CNC(=O)c2ccc(NC(=O)CC3SC(N4CCCC4)=NC3=O)cc2)cc1 (stereo unspecified)
5	x	-6	6	0.027	-6	-1	-4	-1.3	COc1cccc(CNC(=O)CCC2CCCN(C/C=C/c3ccccc3OC)C2)c1 (stereo unspecified)
1	-17	-5	9	-0.92	-22	2	5	-0.5	CCN(c1ccccc1)S(=O)(=O)c1ccc(Cl)c(NC(=O)Nc2ccc(Cl)cc2C#N)c1
-3	-9	-4	2	-0.54	-15[20 µM]	-7	2	1.4	Cc1nnc(SCC(=O)NC2CCCCC2)n(N)c1=O
1	-6	-5	-3	-0.36	-17	-8	10	0.2	CCn1c2ccccc2c2cc(/C=N/NC(=O)c3ccc(O)cc3)ccc21
4	-11	-13	4	0.38	-8	-4	-3	-0.5	O=C1SCC(c2ccc(Cl)cc2Cl)=NN1Cc1nnc(-c2ccccc2)o1
4	-13	3	-3	0.11	-1	11	-5	0.8	COc1ccc(NC(=S)NC2CCN(Cc3ccccc3)CC2)cc1OC
-4	2	1	10	0.37	-7	3	1	-1.7	Cc1nc2c(-c3ccc(F)cc3)c(C)nn2c(C)c1CCC(=O)Nc1ccccc1
3	2	4	6	-0.9	-20	5	-5	0.4	Nc1nnc(SCc2cccc(C(F)(F)F)c2)s1
2	-2	-3	1	-0.0041	-10[20 µM]	-4	4	0.4	CCOC(=O)C1CCN(C(=O)Cc2c(C(=O)O)n(C)c3ccccc23)CC1
-4	0	0	4	-0.96	-23	-2	2	0.5	CCOc1cc(/C=N/NC(=O)c2ccc(O)cc2)ccc1Oc1nc(Cl)ncc1F
-2	-12	1	11	0.59	-13[20 µM]	2	-4	0.0	CCCNC(=O)NC(=O)COc1c(F)c(F)cc(F)c1F

Three compounds already listed, arranged by the value under FXIa inh 1536, ascending:
Wee1 degr inh	KLK5 inh	thrombin 1536	FXIIa inh 1536	KCC2 mod	Furin inhibitor	FXIa inh 1536	p97 ATPase inh	PERK inhibitor	Molecule
4	-11	-13	4	0.38	-8	-4	-3	-0.5	O=C1SCC(c2ccc(Cl)cc2Cl)=NN1Cc1nnc(-c2ccccc2)o1
0	-1	-4	8	1.6	-24	-2	-1	0.8	Cc1ccc(OCCNC(=O)C(=O)NCc2ccco2)cc1
3	4	0	9	x	-28	5	-4	1.0	COc1ccc(OC)c2c1sc(=NC(=O)CN1C(=O)CCC1=O)n2C

Continuation.
Wee1 degr inh	KLK5 inh	thrombin 1536	FXIIa inh 1536	KCC2 mod	Furin inhibitor	FXIa inh 1536	p97 ATPase inh	PERK inhibitor	Molecule
2	2	-5	4	x	-12[20 µM]	1	-1	0.5	OCc1nc2ccccc2n1CC(O)Cn1ccc2ccccc21 (stereo unspecified)
-1	-32	-1	22	x	-23	18	-4	-0.1	Cc1cccc(Cn2c(N3CCCCC3C)nc3c2c(=O)[nH]c(=O)n3C)c1 (stereo unspecified)
0	-10	-9	8	-0.078	-16	1	0	0.1	COc1nc(-c2ccccc2)ccc1-c1noc(-c2ccccc2)n1
1	3	-7	8	-0.85	-17[20 µM]	1	3	-1.6	CCCN(CC1CC1)c1nc(N)c2c(N)nc(OC)cc2c1C#N
-1	-10	-1	8	-0.25	-27	-2	7	-0.9	CCn1cc(C(=O)N2CCc3ccccc32)c(=O)c2cc(S(=O)(=O)N3CC(C)CC(C)C3)ccc21 (stereo unspecified)
2	-11	-2	16	x	-22	8	-6	-0.3	COc1ccc(C(=O)N2CCC(C(=O)Nc3ccccc3OC)CC2)cc1
1	-45	-5	-24	-0.3	-111[20 µM]	-20	1	0.2	CCc1cc2c(=O)c(-c3cscn3)coc2c(CN(C)C)c1O
2	-17	-2	8	0.25	-24	0	-3	0.5	O=C(COC(=O)c1ccccn1)Nc1ccccc1Cl
0	-10	-5	5	x	-5	-4	-3	-1.0	Cc1cccc(N2CCN(C(=O)c3cn(C)c(=O)c4c3c3ccccc3n4C)CC2)c1C
x	2	-6	6	2.1	-22	1	x	x	Cc1ccc(F)c([C@H]2C3C=CCC(c4ccccc4)C3C(=O)N2Cc2ccccc2)c1 (stereo partly specified)
-2	-8	0	8	0.39	-9	5	8	1.4	CC(CN1CCOCC1)OC(=O)c1ccccc1 (stereo unspecified)
6	-2	14	4	1	-11	-4	2	-0.4	Cc1ccc(OCCOc2ccc(Br)cc2/C=N\NC(N)=O)cc1
3	-17	-1	2	-0.66	-24	-6	3	1.6	O=C(O)c1ccc(-c2nc(-c3ccc(Cl)cc3Cl)cs2)cc1
1	-1	9	7	-0.44	-16	0	-8	-0.1	CC1CC1C(=O)OCC(=O)Nc1ccccc1Oc1ccccc1 (stereo unspecified)
3	5	-3	15	0.7	-13[20 µM]	-4	3	0.2	CC1(C)Cc2c(sc3nc(SCC(=O)NCc4ccccc4)n(-c4ccccc4)c(=O)c23)CS1
1	-10	-6	1	-0.96	-15	-5	6	1.3	COc1ccc(-c2cc(-c3n[nH]c(=S)n3-c3ccccc3Cl)[nH]n2)cc1
-1	3	-16	-3	-0.088	0	-1	-5	0.2	COc1ccc(N2CCN(C(=O)Cn3cnc4c(cnn4-c4ccc(C)cc4)c3=O)CC2)cc1
1	7	-9	-9	-0.17	-29	-9	2	-0.4	CCNC(=O)CSc1nc2ccccc2c(=O)n1CCCOC(C)C
-3	2	-5	9	x	-15	16	3	0.3	Cc1ccccc1CS(=O)(=O)Cc1ccc(C(=O)NCc2ccccn2)o1
-1	-1	1	12	-0.24	-28	2	4	0.1	CCNc1nc(NCC)nc(-n2nc(C)cc2C)n1
-2	-3	0	5	0.74	-10	2	13	1.1	Cn1c(=O)c2[nH]c(N3CCCCC3)nc2n(C)c1=O
1	-3	4	21	0.69	-11[20 µM]	8	7	3.0*	O=C1C(Cc2ccc(O)cc2)NC(=S)N1c1ccccc1 (stereo unspecified)
2	-11	-2	8	0.25	-12	-3	3	-1.4	CC(=O)Nc1ccc(/C(C)=N/Nc2nc(Nc3cccc4ccccc34)nc(N3CCOCC3)n2)cc1
3	-10	1	0	x	-12	4	6	2.3	CC(C(=O)NCc1cccs1)n1cccc1 (stereo unspecified)
-2	-4	-9	5	-1.4	-23[20 µM]	-4	-4	-0.8	CN(CC(=O)N1CCN(c2cccc(Cl)c2)CC1)S(=O)(=O)c1cccs1
-1	-3	0	12	-0.054	-22	4	3	0.8	CC(C)(C)c1ccc(OCC(=O)N(c2ccccn2)C2CCCCC2)cc1
-1	-9	2	19	-0.6	-7[20 µM]	10	3	-0.2	CCOc1ccc(=O)n(-c2ccccc2)n1
-2	1	x	7	0.63	-8	4	7	0.6	COc1ccc(/C=N/Nc2nonc2N)c(OC)c1
-1	-4	-12	7	-1.6	-19	-2	-1	0.4	O=C(c1ccc(S(=O)(=O)N2CCc3ccccc3C2)cc1)N1CCCCC1
-1	-31	2	14	0.3	-18	0	3	-0.2	COc1ccc(CN2CCN(S(=O)(=O)c3ccc(F)cc3)CC2)cc1OC
1	-6	-2	8	0.36	-18	7	-1	0.6	CCCS(=O)(=O)N1CCN(C(=O)c2cc(OC)cc(OC)c2)CC1
2	-3	-4	2	0.0058	-21[20 µM]	-5	-3	0.2	CN(CC(=O)NCc1ccccc1)S(=O)(=O)c1cnc[nH]1
2	-33	-7	-10	-0.34	-100[20 µM]	-8	-1	-0.2	Nc1nc2ccc(-c3nc4ccccc4o3)cc2s1
1	-2	1	4	-0.18	-7	-7	1	0.7	CC(OC(=O)c1ccc2ncsc2c1)C(=O)N1CCCC1 (stereo unspecified)
3	-16	-3	11	1.4	-25	5	1	-0.9	CCN1CCN(c2ccc(S(=O)(=O)N3CCCCC3)cc2NC(=O)c2ccc(F)cc2)CC1
2	x	-3	0	-0.2	-20	-2	-2	1.2	O=C(Nn1cnc2ccccc2c1=O)c1ccc([N+](=O)[O-])cc1
1	24	16	13	0.12	-10[20 µM]	-3	-6	-0.4	CCOc1ccc(Nc2nc3cc(S(=O)(=O)N(CC)CC)ccc3o2)cc1
-3	-12	-8	12	-1.7	-12	6	7	0.2	O=C(Nc1cccc(S(=O)(=O)N2CCCC2)c1)c1ccc2c(=O)n3c(nc2c1)CCCCC3
-2	-4	1	10	-0.37	-18	7	7	1.3	Nc1ccc(C(=O)OCC(=O)NC2CCS(=O)(=O)C2)cc1[N+](=O)[O-] (stereo unspecified)
5	-73	3	-23	-0.74	-19	-7	4	-0.3	COCCCn1cnc2c(c1=O)c1nc3ccccc3nc1n2CCc1ccccc1
-3	-6	3	15	0.42	-24	-4	14	0.8	COc1ccc(OC)c(C2=NOC(C(=O)NCc3ccccn3)C2)c1 (stereo unspecified)
0	-7	-2	11	-0.24	-13[20 µM]	1	-2	-0.2	CC(C)(C)NC(=O)NC(=O)CSc1nnc(-c2ccccc2F)n1N
0	-1	1	9	0.0042	-18	4	-10	-0.6	COc1c(Cl)cc(-c2noc(C)c2C(=O)NCc2ccccc2)cc1Cl
0	-2	5	6	-1.3	-26	11	3	1.0	O=S(=O)(c1ccccc1)N1CCN=C1SCc1ccccc1Cl
